Screens deposited in PubChem BioAssay by several laboratories.
SUMO Mot1 rescue = SUMOylation pathway inhibition by Mot1-301 growth rescue; growth rescue, % at 18.8 µM; 320,000 tested, 1% active; S. cerevisiae Mot1-301 growth rescue, ATP luminescence, 38.5C; percent above DMSO median, 100 means doubled; AID 2716;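 active = every valid replicate shows activation above 250% relative to neutral control wells; inactive = the rest, any valid replicate at or below 250%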;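 note: OY570 slx delta 5 strain wells were the positive control but not used for scaling; some compounds called inactive have numbers as strong as hits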
PvdQ inh = blocks Pseudomonas aeruginosa PvdQ acylase activity; purified PvdQ acylase, fluorescence plate reader; inhibition, % at 10 µM; 340,000 tested, 0.063% active; in the data active = inhibition above about 30%, passing the limit was not always enough;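 note: 0% = vehicle neutral wells and 100% = reference inhibitor wells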
Rtt109 Vps75 = C. albicans Rtt109 histone acetyltransferase inhibition | Q5AAJ8 | purified Rtt109/Vps75, ThioGlo CoA-SH fluorescence, 4 h | inhibition, % at 34.9 µM | 330,000 tested, 0.16% active;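 active = inhibition of at least 50% in every replicate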
Target sequence (Q5AAJ8 whole entry, looked up): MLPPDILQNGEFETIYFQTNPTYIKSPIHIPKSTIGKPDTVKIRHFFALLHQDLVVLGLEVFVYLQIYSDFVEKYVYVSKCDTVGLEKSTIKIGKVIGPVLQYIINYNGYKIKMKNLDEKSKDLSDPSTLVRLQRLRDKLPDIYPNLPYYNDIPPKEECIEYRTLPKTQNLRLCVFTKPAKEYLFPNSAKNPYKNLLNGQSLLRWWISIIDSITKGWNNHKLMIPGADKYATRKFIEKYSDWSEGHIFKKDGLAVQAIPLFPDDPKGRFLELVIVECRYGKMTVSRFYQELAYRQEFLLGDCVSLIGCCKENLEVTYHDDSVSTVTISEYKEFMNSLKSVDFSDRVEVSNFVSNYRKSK
LANA DNA inh = blocks KSHV LANA C-terminal domain binding to DNA; AID 504423; MBP-C-LANA/FAM-LBS DNA binding, fluorescence polarization; inhibition, % at 9 µM; 340,000 tested, 0.078% active;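 active = highest replicate inhibition at or above 60% at 9 µM, even if other replicates fall short; inactive = all replicates below 60% inhibition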;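 note: 0% = neutral control wells and 100% = 4 µM acridine orange control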
dFosB act = mouse delta FosB homodimer activation; purified delta FosB, TAMRA-CDK5 oligo fluorescence polarization; percent of positive-control signal above neutral wells; activation, % at 25 µM; 340,000 tested, 0.99% active;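 active = mean activation above about 17%, with every replicate also reaching it, limit read from the data, passing the limit was not always enough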;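 note: fluorescence polarization rise as delta FosB binds a TAMRA Cdk5 AP-1 oligo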
RTF Ca sens act = increases calcium sensitivity of human cardiac regulated thin filaments; P19429+P45379; IANBD-labeled TnC RTF fluorescence at EC20 calcium; 0% EC20 calcium, 100% full calcium; activation, % at 7.2 µM; 340,000 tested, 0.24% active;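 active = activation above the mean over all tested compounds plus 3 SD, cut at about 30% in these data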;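 note: rise in fluorescence read as greater calcium sensitivity of cardiac thin filaments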
RTF Ca sens inh = cardiac RTF calcium desensitization | P19429+P45379 | IANBD-labeled cardiac RTF, Ca2+ fluorescence | inhibition, % at 7.15 µM | 340,000 tested, 0.12% active;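 active = inhibition above the mean inhibition of all tested compounds plus 3 SD, cut at about 17% in these data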;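 note: assay run at fixed EC70 calcium of 1.6 mM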
NSD2 inh = NSD2 (human) methyltransferase inhibition. O96028. NSD2 peptide methylation, AlphaScreen, 120 min. inhibition, % at 12.5 µM. 310,000 tested, 0.54% active. AID 743445; in the data active = inhibition above about 50%
PfHsp90 set2 = growth inhibition of yeast expressing Plasmodium Hsp90 | 310,000 tested, 0.32% active | AID 504621 | S. cerevisiae expressing PfHsp90, BacTiter-Glo ATP, 48 h; yeast lacking PDR1 and PDR3 efflux regulators | inhibition, % at 9.4 µM;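 active = every replicate shows inhibition above about 80%, whatever the replicate mean, limit read from the data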;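 note: 0% = DMSO neutral controls and 100% = 20 µM radicicol positive controls; yeast relying on Plasmodium falciparum Hsp90 in place of its own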
Keap1-Nrf2 PPI = Keap1-Nrf2 (human) interaction inhibition; Q14145; Keap1 Kelch-Nrf2 peptide fluorescence polarization, 1536-well; inhibition, % at 9.4 µM; 340,000 tested, 0.15% active; AID 504523; in the data active = inhibition above about 12%;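 note: human Keap1 Kelch domain with fluorescein labeled Nrf2 9mer peptide probe; 0% = neutral control wells and 100% = peptide positive control; higher means more block of Keap1 binding to Nrf2 peptide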
Target sequence (Q14145 whole entry, looked up, the tested form may be a part): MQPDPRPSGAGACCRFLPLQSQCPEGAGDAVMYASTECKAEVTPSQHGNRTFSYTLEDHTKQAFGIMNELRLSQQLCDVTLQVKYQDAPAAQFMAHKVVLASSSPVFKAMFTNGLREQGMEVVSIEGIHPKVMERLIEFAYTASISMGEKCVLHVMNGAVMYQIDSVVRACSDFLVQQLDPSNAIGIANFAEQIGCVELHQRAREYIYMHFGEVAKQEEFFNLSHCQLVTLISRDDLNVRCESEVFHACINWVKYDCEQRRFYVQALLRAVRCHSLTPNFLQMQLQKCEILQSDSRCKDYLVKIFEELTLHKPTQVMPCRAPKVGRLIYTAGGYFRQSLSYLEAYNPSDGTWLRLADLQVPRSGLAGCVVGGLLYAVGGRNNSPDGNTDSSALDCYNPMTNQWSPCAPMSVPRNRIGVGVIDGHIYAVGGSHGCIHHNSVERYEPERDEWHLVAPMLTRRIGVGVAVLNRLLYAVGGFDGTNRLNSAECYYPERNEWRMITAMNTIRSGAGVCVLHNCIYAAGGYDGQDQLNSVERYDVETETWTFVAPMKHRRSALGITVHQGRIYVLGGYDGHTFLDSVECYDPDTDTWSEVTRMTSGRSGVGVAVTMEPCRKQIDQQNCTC
CDK5 p35 inh = CDK5/p35 (human) kinase inhibition | Recombinant CDK5/p35, ADP-Glo luminescence, 60 min | 330,000 tested, 0.01% active | inhibition, % at 10 µM | Q00535+Q15078;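 active = highest replicate inhibition of at least 50% and at least 75% of replicates reaching 50%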;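 note: plate controls were DMSO neutral control for no effect and GW8510 at 10 µM for full effect; many of its hits are not listed in these tables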
* = called active by the depositor; / = no result given. Compounds as they come. About 3.2% of those tested had a hit in this group.

SMILES | SUMO Mot1 rescue | PvdQ inh | Rtt109 Vps75 | LANA DNA inh | dFosB act | RTF Ca sens act | RTF Ca sens inh | NSD2 inh | PfHsp90 set2 | Keap1-Nrf2 PPI | CDK5 p35 inh
CC(=NCCN1CCN(C(=S)Nc2ccccc2)CC1)C1=C(O)CC(C)(C)CC1=O | -15 | -6 | / | -0.2 | 6 | 4 | 5 | 4 | -12 | 3 | 0.6
N#Cc1nc(-c2ccccc2Cl)oc1NCC1CCCO1 (centres undefined) | -11 | 7 | 8 | 2.0 | -7 | -3 | 0 | / | 3 | -3 | 0.4
O=c1c2cnn(-c3ccccc3)c2nc(-c2cccs2)n1-c1cccc(Cl)c1 | 3 | -2 | -47 | -2.5 | -10 | 1 | -7 | -1 | -30 | 2 | /
O=C(N/N=C/c1ccc(O)c([N+](=O)[O-])c1)C1CC1(c1ccccc1)c1ccccc1 (centres undefined) | 14 | 13 | 6 | -1.0 | -1 | -8 | 5 | 25 | -19 | 0 | 6.2
COc1cc(C)c2c(c1C=O)Oc1c(c(C)c(O)c3c1C(O)OC3=O)OC2=O (centres undefined) | 6 | -9 | -8 | 9.2 | 3 | -4 | -1 | / | / | 4 | 1.3
CCCNC(=O)C1(CC2CC(c3ccccc3)=NO2)CCN(C(=O)CCCCCBr)CC1 (centres undefined) | -13 | -3 | -4 | 1.0 | 3 | -3 | -11 | / | / | -4 | -2.3
O=C(CN(Cc1ccco1)C(=O)c1cccc(F)c1)Nc1ccccc1C(F)(F)F | -2 | 0 | 6 | -0.6 | -9 | -3 | -9 | 0 | 0 | -7 | -1.1
Cc1csc(NC(=O)CSCC(=O)O)c1-c1nc2ccccc2s1 | 11 | 13 | / | 0.1 | -3 | -6 | 5 | -4 | -11 | 0 | 0.3
CSc1ccc(/C=C(/NC(=O)c2ccccc2)C(=O)NCCN2CCOCC2)cc1 | 2 | -8 | -5 | 1.7 | -11 | -2 | -4 | -3 | 11 | -3 | 1.8
Clc1ccc2nc(-c3ccc(Cl)nc3)[nH]c2c1 | -6 | 5 | -2 | -0.4 | -33 | -3 | -3 | -1 | -3 | -6 | -0.8
CC(C)N1CCc2[nH]c(=S)[nH]c(=O)c2C1 | -13 | -15 | 20 | 1.8 | -6 | -6 | -7 | 1 | 33 | -2 | 0.4
Fc1ccc(NC(=S)NC2CC3CCC(C2)N3Cc2ccco2)cc1 (centres undefined) | -7 | -11 | 6 | 0.0 | -2 | 1 | -2 | 1 | -60 | 0 | -0.5
O=S(=O)(/N=C(\c1ccccc1)N1CCOCC1)c1cccs1 | -8 | -13 | -13 | -0.8 | -9 | 1 | -8 | 0 | 6 | -4 | -0.9
C=CCC(CC=C)(NC(=O)c1cccc(C)c1)c1ccccc1 | -1 | -9 | 8 | -1.3 | -2 | -2 | -1 | -1 | -46 | 0 | -1.0
O=C(Nc1ccc2oc(-c3ccncc3)nc2c1)c1ccc(Br)o1 | -16 | -16 | -1 | 1.2 | -3 | 4 | 4 | 7 | -9 | -3 | 0.6
Cc1ccc(/C=C2\SC(N3CCCCC3)=NC2=O)cc1 | -2 | -1 | 1 | -1.6 | -21 | 2 | 0 | -2 | -9 | -2 | -0.7
O=C(Nc1ccccc1N1CCCC1)c1ccc(Br)o1 | -6 | -5 | -11 | 1.0 | 3 | -5 | -12 | 6 | / | -5 | 2.0
CN(Cc1ccccc1)C(=O)c1cccc(NC(=O)C2CCCN(C(=O)OC(C)(C)C)C2)c1 (centres undefined) | -19 | -15 | 12 | 0.6 | -8 | 5 | 7 | / | 11 | -3 | -1.2
Cc1ccccc1OCC(O)CN1CCN(c2ccccn2)CC1 (centres undefined) | -6 | -2 | -5 | 1.1 | 1 | -1 | 8 | -1 | 2 | 1 | -1.5
COc1ccccc1NC(=O)CN1C(=O)CC(C)S(=O)(=O)c2ccccc21 (centres undefined) | 9 | -8 | -2 | 1.3 | 1 | 1 | -7 | 0 | 4 | 5 | -2.2
O=C(CSc1nc(Nc2ccccc2)nc(N2CCOCC2)n1)N1CCCC1 | -8 | 21 | 5 | 1.5 | -3 | -3 | 3 | -2 | 7 | -3 | 2.2
Clc1cccc(CSc2nc3ccncc3[nH]2)c1 | -4 | -3 | -1 | 1.7 | -2 | 2 | -3 | / | 10 | 2 | -1.0
CCN(C[C@H]1N[C@@](C)(C(=O)OC)[C@H]2C(=O)N(Cc3ccccc3)C(=O)[C@@H]12)C(=O)c1ccc(C(C)(C)C)cc1 | / | -1 | 0 | 0.2 | -4 | -3 | 5 | / | 3 | 4 | -1.5
O=C(Nc1ccc(F)cc1F)c1cc2ccccc2oc1=O | 8 | 6 | -2 | 1.6 | 5 | 2 | 2 | -3 | 2 | -2 | -0.4
C#CC[N+](C)(C)C(C#Cc1ccccc1)CC=C (centres undefined) | 13 | -6 | 1 | 0.2 | 8 | 3 | -8 | 1 | / | -3 | 1.4
COc1ccc(C(O)(C(C)C)C(CN2CCOCC2)c2ccc(Cl)cc2)cc1 (centres undefined) | 116 | 8 | -8 | -0.9 | -8 | -6 | -7 | -3 | -1 | 1 | 1.9
O=C(NCc1nc2ccccc2[nH]1)c1cccc(S(=O)(=O)N2CCCCC2)c1 | 271 | -5 | -14 | 0.8 | -5 | 3 | -1 | 3 | -2 | 4 | -2.2
Cc1ccc(CNC(=O)CCS(=O)(=O)c2ccc3c(c2)NC(=O)C(C)S3)cc1 (centres undefined) | 112 | 9 | -11 | 1.7 | -12 | -6 | -5 | -3 | 3 | -3 | -0.3
CN(c1ccccc1)c1nc(N)c([N+](=O)[O-])c(N2CCCCCC2)n1 | 4 | -3 | 5 | -0.7 | -7 | 0 | 4 | 10 | -1 | -2 | 0.7
CC(=O)c1cn(CC(=O)Nc2ccc(C)cc2)c2ccccc12 | -11 | -25 | 3 | 0.6 | -2 | 6 | -4 | 1 | -13 | 0 | -0.6
CCN1C(=O)Cc2cc(S(=O)(=O)NCCc3ccccc3)ccc21 | -2 | -10 | -3 | 0.4 | -15 | -3 | -11 | 1 | 6 | 1 | 0.7
O=C(NCC(c1ccc(F)cc1)N1CCOCC1)c1ccc(OCc2ccccc2)cc1 (centres undefined) | 22 | -13 | 2 | -1.3 | -22 | -2 | 6 | -1 | -12 | -3 | -1.9
Nn1c(SCC(=O)Nc2ccccc2Oc2ccccc2)nnc1C1CC1 | / | -10 | -5 | 0.3 | -7 | 1 | -6 | 1 | / | 3 | -4.4
Cc1ccc(/C=N/NC(=O)C(O)c2ccccc2)o1 (centres undefined) | 6 | 10 | 4 | 0.2 | -3 | -2 | 8 | -1 | -4 | -3 | 0.8
CSc1nc(N)nc2c1ncn2CC(=O)N1CCN(Cc2c(C)cc(C)cc2C)CC1 | -15 | -9 | -2 | 0.1 | -9 | -5 | -4 | / | -5 | 4 | -1.4
CCCCN(C(=O)Cc1ccc2c(c1)OCCO2)c1c(N)n(CCC)c(=O)[nH]c1=O | 7 | 1 | 8 | -0.1 | 5 | -1 | 4 | -1 | 12 | -1 | 1.0
CCN(C(=O)COC(=O)c1ccc2c(=O)n3c(nc2c1)CCC3)C1CCS(=O)(=O)C1 (centres undefined) | / | 2 | 15 | -0.9 | 1 | 0 | 3 | -1 | 15 | 1 | -0.6
C/C(CC(=O)Nc1ccc2c(c1)OCCO2)=N\NC(=O)c1cccc(O)c1 | -7 | -25 | -1 | -0.3 | -1 | -2 | -2 | -1 | 20 | -3 | -4.8
CCc1nc2oc3cc(OC)ccc3c(=O)c2c(=O)n1Cc1ccccc1 | -9 | 0 | 3 | -0.2 | -17 | 4 | -1 | 4 | / | 1 | -0.8
Cc1ccc(C23CC4CC(CC(C(=O)N5CCOCC5)(C4)C2)C3)cc1 | -21 | -11 | 13 | -0.1 | -10 | 4 | -4 | -1 | -25 | -5 | -1.9
O=C(NC1CCCCC1)C(c1ccc(F)cc1)N(C(=O)Cc1ccsc1)c1ccc(F)cc1 (centres undefined) | -2 | -11 | -3 | 1.3 | -3 | 3 | -10 | -1 | -1 | -2 | -1.0
C/C(=N\Nc1cc(N2CCOCC2)ncn1)c1ccccc1 | -3 | -24 | 4 | 4.3 | 1 | -6 | -5 | 32 | 3 | -7 | 1.9
CC(C)(C)CC(=O)N[C@@H](Cc1ccccc1)c1nc2ccccc2[nH]1 | 3 | -4 | 17 | -0.8 | -10 | 0 | -26 | / | -10 | 3 | 0.7
O=S(=O)(c1ccc2nnn(O)c2c1)N1CCCCC1 | -17 | -11 | 5 | 0.6 | -7 | -1 | -17 | -4 | -96 | -4 | -0.6
Cc1c(C(=O)N/N=C/c2cccnc2)nnn1-c1nonc1N | 9 | -15 | -5 | -0.8 | 1 | 2 | -5 | 7 | -10 | -4 | -1.3
CC(C)C(=O)c1cn(CC(=O)NCC2CCCO2)c2ccccc12 (centres undefined) | 25 | 1 | -2 | 0.9 | -4 | -3 | 3 | 7 | 0 | 1 | 1.4
CC(C)CC(C(=O)O)N1C(=O)[C@@H]2[C@H](C1=O)[C@@H]1C[C@H]2C(Br)C1Br (some centres undefined) | -7 | -11 | -9 | 0.7 | 3 | 12 | 4 | -2 | 0 | -5 | -1.1
Cc1cc(/C=N/Nc2nc(N3CCOCC3)nc(N3CCOCC3)n2)c(C)n1-c1ccccc1 | 151 | -5 | -6 | -0.5 | -10 | -1 | -9 | 0 | -22 | -3 | 0.5
Cc1ccccc1Nc1c(-c2ccccn2)nc2c(C)cccn12 | -21 | 5 | 1 | -1.5 | -15 | -6 | -10 | 12 | -50 | 0 | 2.2
COc1ccc(OC)c(NC(=S)NCc2ccco2)c1 | 110 | -14 | -1 | -1.9 | -6 | -4 | -2 | 16 | 7 | -5 | -0.8
Cc1cccc(N2C(=S)N=C(Nc3c(C)cccc3C)C23CCOC(C)(C)C3)c1 (centres undefined) | 2 | -17 | -7 | 0.9 | -9 | 1 | -3 | -3 | 9 | -4 | 0.0
C=CCOc1nc(-c2ccccc2Cl)nc2ccccc12 | -4 | -13 | 0 | 1.5 | -9 | -7 | -6 | -4 | -10 | 1 | 1.2
c1cc(CSc2nnc(-c3ccc4c(c3)OCO4)o2)ccn1 | 19 | 10 | 7 | -1.8 | -4 | -1 | -9 | -1 | / | -4 | 0.2
COc1ccc(C(=O)N[C@H]2COC(C)(C)O[C@H]2c2ccccc2)cc1 | -1 | 6 | 5 | 0.6 | -1 | 0 | 7 | -23 | -5 | 3 | 0.1
Cc1ccc(CN(C#N)c2nc(C)cc(C)n2)cc1 | -3 | 12 | -6 | 2.2 | -2 | 1 | 2 | -3 | 8 | -3 | 0.5
